# HEK293 tox – cytotoxic in the GLP-1 receptor inverse agonist counter-screen; HEK293 cAMP-luciferase reporter cells, luminescence, 24 h; Potency, µM (titrated, usually from 38.3 µM), for the others: at the top dose activity change, negative = inhibition, hits mostly inhibitors; 0.13% of 410,000 active; AID 624418;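 further: loss of luciferase light is scored as toxicity; potency means the concentration at half of the fitted maximal effect; on the % scale 0 is the no-effect control and ±100 the full control effect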
#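 Compound-treated cells are incubated 24 hr at 37 deg C under 5% CO2 after a 12 hour attachment period, then luciferase detection reagent is added and luminescence is measured following 12 min at room temperature; lowered signal indicates toxicity.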
# DRD3 agonist – D3 dopamine receptor (human) agonism. P35462. D3R DiscoveRx beta-arrestin cells, luminescence, 90 min. max activation, %. 0.58% of 410,000 active; in the data active means max activation above about 30%; further: 0% is about no effect; mostly tested at two doses, the higher about 12 µM
# Target sequence (P35462 whole entry, looked up): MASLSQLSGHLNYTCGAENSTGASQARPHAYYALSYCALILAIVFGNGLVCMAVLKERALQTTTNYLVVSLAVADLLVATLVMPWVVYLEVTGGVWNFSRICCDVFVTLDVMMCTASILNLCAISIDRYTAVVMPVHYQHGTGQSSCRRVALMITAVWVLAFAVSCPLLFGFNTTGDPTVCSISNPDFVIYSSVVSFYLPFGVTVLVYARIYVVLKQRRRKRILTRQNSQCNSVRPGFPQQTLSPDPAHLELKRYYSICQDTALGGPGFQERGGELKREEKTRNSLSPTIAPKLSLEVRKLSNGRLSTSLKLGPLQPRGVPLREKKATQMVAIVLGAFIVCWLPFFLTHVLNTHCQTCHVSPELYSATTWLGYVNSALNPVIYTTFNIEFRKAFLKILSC
#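 Agonist mode: compounds and dopamine controls were applied to plated cells for 90 min at 37 degrees C after an overnight attachment at 1500 cells/well. Luminescent read-out followed 30 - 60 minutes at room temperature with DiscoveRx detection reagent.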
# IL-2 act – IL-2 activation | IL-2 activation reporter assay, cell-based qHTS; stimulated with anti-CD3/CD4/CD28 beads; in transgenic mouse T cells | activation, % (series mostly up to about 46 µM) | 0.065% of 360,000 active; in the data active means activation above about 50%; inconclusive means mostly about 30% to 49%; further: 0% is about no effect
#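 Readout: EGFP and DsRed signals by fluorescent plate cytometry. Unstimulated transgenic mouse T cells received compound 60 min before antibody-bead stimulation, then incubated 18 h at 37 degrees C.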
# GLP-1R agonist – agonists of human GLP-1 receptor | P43220 | 0.007% of 380,000 active | Potency, µM (doses to about 45.6 µM), without a hit: at the highest dose activation, usual class: activators | HEK293 GLP-1R CRE-luciferase, luminescence, 4-6 h; cells express a hypersensitive GLP-1R form; further: potency means the concentration at half of the fitted maximal effect; % of control where 0% means no effect
# WRN helicase inh – inhibitors of human WRN helicase; WRN helicase unwinding, fluorescent forked duplex, kinetic; Potency, µM (doses to about 114 µM), inactives show at the top dose activity change, negative = inhibition, usual class: inhibitors; 0.46% of 360,000 active; further: potency means the concentration at half of the fitted maximal effect; on the % scale 0 is the no-effect control and ±100 the full control effect; nearly all actives have a fitted effect of over 55% in size
#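 Kinetic red-fluorescence monitoring (525/598 nm) tracks WRN helicase activity after 100 nM fluorophore-quencher forked duplex and 2 mM ATP are added to 20 nM enzyme pretreated 15 min at room temperature with compound.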
# D3 antag – D3 dopamine receptor (human) antagonism. 2.5% of 360,000 active. D3R cells, DiscoveRx beta-arrestin luminescence, antagonist mode; hits give low values. P35462. max response, negative = inhibition, %; in the data active means max response below about -50%; inconclusive means no clear call, values can overlap the other calls; further: on the % scale 0 is the no-effect control and ±100 the full control effect; mostly tested at two doses, the higher about 12 µM
#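 Cells expressing the human receptor were seeded at 1500 cells/well, incubated overnight at 37 degrees C in 5% CO2, then exposed to library compounds with dopamine controls for 90 minutes at 37 degrees C before luminescent detection.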
# PI5P4K alpha inh – inhibitors of human PI5P4K alpha; PI5P4Kalpha enzyme, ADP-Glo luminescence, 60 min; hits give low values; AID 652105; 1.2% of 330,000 active; P48426; max response, %; active means max response of -50% or lower; inconclusive means between -30% and -50%; inactive means -30% or higher; further: value at the top dose of about 77 µM; on the % scale 0 is the no-effect control and ±100 the full control effect
#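 Compounds were pin-transferred onto PI5P4Kalpha and substrate in HEPES pH 7.4 buffer with EGTA, CHAPS and 5% DMSO. ATP (5 microM final) started the reaction, which ran 60 minutes at room temperature before ADP-Glo detection.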
# GLP-1R inv ag – inverse agonists of human GLP-1 receptor; P43220; HEK293 GLP-1R CRE-luciferase, luminescence, 24 h; GLP-1R form is constitutively active; Potency, µM (doses to about 38.3 µM), for inactives: at the top dose activity change, negative = inhibition, hits mostly inhibitors; 1.6% of 410,000 active; AID 624417; further: potency means the concentration at half of the fitted maximal effect; on the % scale 0 is the no-effect control and ±100 the full control effect; nearly all actives have a fitted effect of over 55% in size
#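 Using stably transfected HEK293 (constitutively active GLP-1R, cAMP-luciferase reporter), compounds were incubated 24 hr and luciferase measured by luminescence.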
# PLK1 PBD inh – inhibitors of human PLK1 polo-box domain binding; P53350; Plk1 PBD binding of FITC phosphopeptide, fluorescence polarization; Potency, µM, for inactives: max response, negative = inhibition, hits mostly inhibitors; 2.8% of 360,000 active; further: potency means the concentration at half of the fitted maximal effect; series mostly up to about 57 µM; on the % scale 0 is the no-effect control and ±100 the full control effect; nearly all actives have a fitted effect of over 65% in size
# Target sequence (P53350 whole entry, looked up, the tested form may be a part): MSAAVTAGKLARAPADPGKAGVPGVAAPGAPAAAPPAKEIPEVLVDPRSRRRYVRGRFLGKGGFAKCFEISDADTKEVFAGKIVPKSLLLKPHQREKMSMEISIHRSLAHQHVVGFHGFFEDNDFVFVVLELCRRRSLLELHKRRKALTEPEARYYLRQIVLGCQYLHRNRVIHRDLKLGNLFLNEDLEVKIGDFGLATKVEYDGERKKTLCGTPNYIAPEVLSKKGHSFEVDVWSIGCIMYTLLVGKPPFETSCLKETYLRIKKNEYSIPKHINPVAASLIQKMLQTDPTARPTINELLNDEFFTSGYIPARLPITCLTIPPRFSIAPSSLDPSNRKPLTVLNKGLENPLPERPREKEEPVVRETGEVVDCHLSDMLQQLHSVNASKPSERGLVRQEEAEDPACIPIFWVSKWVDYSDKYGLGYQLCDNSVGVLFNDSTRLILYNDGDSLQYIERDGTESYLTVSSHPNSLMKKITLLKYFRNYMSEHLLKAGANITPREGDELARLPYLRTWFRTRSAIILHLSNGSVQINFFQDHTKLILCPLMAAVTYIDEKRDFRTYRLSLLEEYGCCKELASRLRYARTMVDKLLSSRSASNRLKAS
# Starred values were filed as active, the others as inactive; ? = inconclusive; · = not tested or not shown; [ ] = another dose, or the depositor's remark. Unless noted, the call rests on the fitted dose curve; in most records, active means well fitted curve in the direction sought with a large enough effect; inconclusive means small, poorly fitted or top-dose-only effect, or another doubt; inactive means no such curve, though single readings can be large; an effect the other way counts as inactive or inconclusive.
item	Molecule	HEK293 tox	DRD3 agonist	IL-2 act	GLP-1R agonist	WRN helicase inh	D3 antag	PI5P4K alpha inh	GLP-1R inv ag	PLK1 PBD inh
1	O=C1COc2ccc(C(=O)COC(=O)CNC(=O)C3CCCCC3)cc2N1	0%	4	-3.1	0%	6%	-2	0	14%	-11%
2	O=[N+]([O-])c1ccc(S(=O)(=O)N2CCC3(CC2)OCCN3S(=O)(=O)c2cccs2)cc1	1%	3	1.9	-10%	-5%	22	-4	6%	-3%
3	CC(=O)c1ccc(S(=O)(=O)Nc2cccc(-c3ccc(N4CCOCC4)nn3)c2)cc1	11%	-36	0.3	5%	-1%[11.6 µM]	10	-20	2%	-13%
4	Cn1c(=O)n(C)c2cc(NC(=O)CCl)ccc21	?	-2	-0.9	-10%	4%	-6	·	?	-3%
5	COc1ccccc1NC(=O)CN1C(=O)C2(SCC(=O)N2c2ccc(C)c(C)c2)c2ccccc21 (stereo not given)	-5%	4	·	0%	·	·	·	15%	·
6	CC(=O)c1ccc(NC(=O)C2CCN(S(=O)(=O)c3cccc4nonc34)CC2)cc1	-1%	1	-0.1	2%	-2%[57.1 µM]	12	2	8%	-4%
7	Nc1nc2c(Br)ccc(Br)c2cc1C(=O)NCc1cccc2ccccc12	3%	-7	1.0	-2%	-1%	-9	0	15%	-4%
8	O=C(Cn1c(=O)c2ccccc2n2nncc12)Nc1cccc(F)c1	-3%	-9	·	0%	·	·	·	-13%	·
9	Cn1c(N)c(C(=O)CSc2nnc(-c3ccccc3F)n2C2CC2)c(=O)n(C)c1=O	2%	4	-1.1	6%	-7%	2	4	-1%	1%
10	O=C(CCCn1c(=S)[nH]c2ccsc2c1=O)NCCc1ccccc1	5%	4	0.4	-1%	8%	-14	-7	19%	-12%
11	O=C(C1CC1)N1CCc2cc(S(=O)(=O)NCc3ccccc3)ccc21	-1%	-3	-0.5	-5%	7%	-8	1	19%	-12%
12	CC(C)CCNC(=O)C(CC(C)C)N(Cc1ccc2c(c1)OCO2)C(=O)c1snc(C(N)=O)c1N (stereo not given)	-7%	2	-0.3	12%	-10%	2	0	?	-1%
13	COc1ccc(C(=O)Nc2cc(C)nn2-c2ccc(C)cc2)cc1	2%	13	-1.2	5%	4%	5	0	-8%	2%
14	O=C(Nc1nnc([C@H]2C[C@H](O)[C@@H](CO)O2)s1)C(c1ccccc1)c1ccccc1	6%	11	0.8	8%	6%	-17	-2	-23%	-1%
15	Cc1cc(N2CCCC2)nc2ccccc12	4%	0	0.3	-2%	-5%	-5	1	10%	-12%
16	CSC(=CC(=O)c1ccc(F)cc1)SC	2%	-1	-0.1	9%	-3%	2	4	6%	3%
17	CCS(=O)(=O)NC(=O)C1(C)CCN1C(=O)Cc1ccc(Cl)cc1Cl (stereo not given)	3%	4	-0.4	2%	-3%	15	10	18%	0%
18	CCOC(Cn1c(-c2ccc(OC)cc2)nc2ccccc21)OCC	-25%	-1	0.3	7%	-1%	-20	4	?	-3%
19	O=C(O)c1cccn2c(=O)c3ccccc3nc12	3%	0	-1.3	-2%	-3%	?	2	7%	-3%
20	COCCNC(=O)c1ccc2c(c1)S(=O)(=O)c1cc(Cl)ccc1C2=O	6%	6	-0.1	-1%	0%	20	-2	49%[activator]	-16%
21	CCc1ccccc1NC(=O)Nc1ccsc1C(=O)OC	-8%	-1	1.0	16%	-10%	1	1	-1%	-5%
22	CCc1ccc(C(=O)CSc2nnc(C3CC3)n2C2CC2)cc1	-13%	-5	-0.9	15%	1%	7	-4	4%	-8%
23	COC(=O)/C(C#N)=C/c1ccc(OC(=O)c2ccccn2)cc1	?	-3	-0.4	-1%	7%	8	-20	?	-12%
24	CS(=O)(=O)N1CCN(c2ccccc2NC(=O)c2cccs2)CC1	-3%	-6	0.5	-12%	-8%	-13	-1	0%	-6%
25	COC(=O)NNC(=O)COc1ccc2ccccc2c1Br	-1%	-4	0.3	0%	-1%	18	-4	20%	-8%
26	CC(C)=CC1C(C(=O)Nc2ccc(S(=O)(=O)N3CCOCC3)cc2)C1(C)C (stereo not given)	-18%	-3	-0.7	12%	0%	-7	1	?	-10%
27	COC(=O)c1sccc1NC(=O)CSc1ccccc1NS(=O)(=O)c1ccc(Cl)cc1	-16%	2	-2.2	0%	-14%	-59*	-6	10µM*	-17%
28	O=C(Nc1ccccc1F)c1ccccc1-c1ccc(C(F)(F)F)cc1	-4%	2	-5.6	1%	2%	-5	-3	?	5%
29	CCCOc1ccc(C(C)=O)cc1CN1CCOCC1	0%	-1	2.6	10%	-14%[57.1 µM]	8	-2	9%	-1%
30	CSc1ccc(Cl)c(C(=O)OCC(=O)NCc2ccco2)c1	72%[activator]	-6	-0.3	5%	?	0	?	-7%	-30%
31	O=C(c1ccc(Cl)c(S(=O)(=O)N2CCCCCC2)c1)N1CCN(c2ccccn2)CC1	8%	-3	-2.8	-4%	-6%	45	·	-18%	0%
32	Cc1ccc(S(=O)(=O)N(CC(=O)Nc2ccccc2C(=O)O)c2cccc(Cl)c2C)cc1	-16%	6	0.9	-10%	1%[11.6 µM]	26	?	8.9µM*	30µM*
33	Nc1nonc1-n1nnc(C(=O)N/N=C/c2cc(Br)ccc2O)c1CSC1=NCCS1	8%	0	2.6	-1%	-22%	-6	-13	?	16%
34	Cc1ccc(-c2nc(C)c(CCNC(=O)C(=O)Nc3ccc4c(c3)OCO4)s2)cc1	3%	4	·	2%	·	·	·	4%	·
35	C/C=C(\C)CN1CCC(Oc2ccc(C(=O)NCc3ccccn3)cc2)CC1	2%	-8	-3.9	-5%	16%	-17	-10	-26%	-4%
36	O=c1cc([O-])[n+]2c3n1CCCN3CCC2	3%	4	-3.2	-18%	11%	-17	0	9%	-19%
37	CCOc1cc(C(=O)N=c2sccn2C)cc(Br)c1OC	8%	-5	-2.5	11%	-1%	21	-1	?	1%
38	COc1cccc(C2CCCN2Cc2nc(-c3sccc3C)oc2C)c1 (stereo not given)	?	4	-1.5	2%	-14%	12	-2	?	4%
39	Cc1ccccc1Cn1c(C(=O)OC(C)C)cc2c1ccn2C	1%	0	-0.2	-12%	7%	5	·	0%	1%
40	Cc1ccccc1-c1cc2nc(Nc3ccc(F)cc3)n(C)c(=O)c2s1	3%	10	0.0	14%	-9%	16	9	-30%	0%

# Random excerpt: two entries already listed
item	Molecule	HEK293 tox	DRD3 agonist	IL-2 act	GLP-1R agonist	WRN helicase inh	D3 antag	PI5P4K alpha inh	GLP-1R inv ag	PLK1 PBD inh
7	Nc1nc2c(Br)ccc(Br)c2cc1C(=O)NCc1cccc2ccccc12	3%	-7	1.0	-2%	-1%	-9	0	15%	-4%
26	CC(C)=CC1C(C(=O)Nc2ccc(S(=O)(=O)N3CCOCC3)cc2)C1(C)C (stereo not given)	-18%	-3	-0.7	12%	0%	-7	1	?	-10%

# The results go on.
item	Molecule	HEK293 tox	DRD3 agonist	IL-2 act	GLP-1R agonist	WRN helicase inh	D3 antag	PI5P4K alpha inh	GLP-1R inv ag	PLK1 PBD inh
41	Cc1cc(Cl)ccc1C(=O)C1CCCN(C(=O)c2ccc3ncccc3c2)C1 (stereo not given)	-2%	-8	1.7	14%	-7%	5	8	?	-6%
42	COC(=O)[C@@]1(Cc2ccc(F)cc2)[C@H]2c3cc(C(=O)N4CCCC4)n(CC4CC4)c3C[C@H]2CN1C(=O)c1ccccc1	-1%	4	-0.6	2%	-1%	3	16	?	-4%
43	CC(=O)Nc1ccc(OS(=O)(=O)c2c(C)cc(C)cc2C)cc1	-12%	2	-2.6	15%	0%	28	-2	?	0%
44	COc1ccccc1NC(=S)N(Cc1ccco1)Cc1cc2cc(C)c(C)cc2[nH]c1=O	?	-24	-1.8	10%	-19%	-22	-9	?	-4%
45	COC(=O)c1c(C)nn(-c2ccc(OC(F)(F)F)cc2)c1-c1snnc1C	-24%	1	-4.7	2%	-6%	23	9	?	-1%
46	COc1cc(C(=O)NCC(c2ccco2)N(C)C)cc(OC)c1OC (stereo not given)	-17%	-8	-0.5	-3%	5%	3	-6	-21%	2%
47	CCOC(=O)C1CCCN(S(=O)(=O)c2ccc(C)cc2)C1 (stereo not given)	21%	0	0.2	7%	6%	-7	3	-15%	-13%
48	C=CCn1c(SCC(=O)Nc2ncc(Cc3ccc(Br)cc3)s2)nnc1-c1ccncc1	-7%	-5	0.2	5%	2%	-19	·	7%	-6%
49	CCCCN(C(=O)c1ccc(N2CCCC2=O)cc1)c1c(N)n(CC(C)C)c(=O)[nH]c1=O	2%	-12	-2.5	0%	-3%	3	-4	4%	-1%
50	CCOC(=O)c1nn(-c2cccc(OC)c2)c2nc(CC)c(C#N)c(=O)n12	5%	6	-3.6	5%	13%	19	2	6%	-4%
51	COc1ccc(OC)c(CN2CCN(C(=O)CN3C(=O)NC4(CCCC4)C3=O)CC2)c1	-13%	4	-0.3	-5%	-13%	-20	-4	-30%	-3%
52	Cc1ccc(N(CC(=O)NCc2ccc(F)cc2)C(=O)c2csnn2)c(C)c1	1%	0	0.4	-1%	10%	?	-14	-16%	-4%
53	Cc1ccc(OCC(=O)N2CCc3ccccc3C2)c([N+](=O)[O-])n1	-15%	3	1.7	15%	-1%	-11	-2	8%	4%
54	CCCNC(=O)C1(C)CCN(Cc2cc(C(F)(F)F)ccc2Cl)C1 (stereo not given)	9%	-14	-0.3	7%	6%	-57*	-1	-26%	-5%
55	O=C(c1c[nH]c2ccccc12)N1CCN(c2ccccc2)CC1	6%	-4	0.6	-1%	3%	-4	-1	-39%	4%
56	CCOC(=O)c1cc(OC(=O)c2cc(Cl)ccc2OC)n(-c2ccccc2)n1	6%	1	·	-9%	·	·	·	1%	·
57	Cc1ccc(CSCC(=O)NN=C2CCN(C)CC2)cc1	3%	6	-0.5	-3%	5%	-6	3	1%	-5%
58	CN(c1ccccc1)S(=O)(=O)c1cccc(NC(=O)COc2cccc([N+](=O)[O-])c2)c1	-7%	-2	-1.7	-1%	1%	17	-8	10µM*	-10%
59	COc1ccc(-n2c(=O)c3c4c(sc3n3cnnc23)CC(C)CC4)cc1 (stereo not given)	7%	-1	1.6	3%	-5%	4	9	5%	-4%
60	CC(=O)N1N=C2c3ccccc3CCC2C1c1cccs1 (stereo not given)	8%	-9	0.8	2%	9%	-15	4	?	-5%

# Assay outcomes from PubChem.
